Screening data: PubChem BioAssay, several laboratories
CRFBP-R2 block: CRF-BP/CRF-R2 complex antagonism. HEK293 CRF-R2/CRF-BP, CRF-induced calcium fluorescence. inhibition, % at 11.8 µM. 350,000 compounds, 0.59% hits;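 active = inhibition of the ligand-induced calcium signal above about 50% at the single tested concentration, limit read from the data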
IDE cell activ: IDE (human) activation, cell-based; P14735; HEK cells, FAbeta-B cleavage, fluorescence polarization; 0% vehicle, 100% cell-free pure enzyme wells; activation, % at 5.96 µM; 340,000 compounds, 0.073% hits; AID 493087;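 active = activation above the mean of all tested compounds plus 3 SD, set per screening campaign, cut at about 17% in these data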
GalR3 antag: human GalR3 antagonism | 360,000 compounds, 0.44% hits | HEK293 GalR3-CNG cAMP membrane potential fluorescence; galR3 body fused to GalR1 C-terminus | AID 651719 | inhibition, % at 3 µM | O60755;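 active = inhibition above the screen-wide average plus 3 SD, cut at about 13% in these data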;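 note: forskolin and galanin both at EC90 stimulate the cells; cAMP rise reported by CNG channel membrane potential dye signal; 0% = forskolin plus galanin with DMSO and 100% = forskolin alone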
p-CIP stab down: p/CIP protein destabilization; Q05BA5; F442A p/CIP-EGFP cells, EGFP fluorescence, 16 h; decrease of EGFP signal, % at 10 µM; 290,000 compounds, 0.01% hits;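 active = EGFP signal decrease of at least 30% at 10 µM or well 3 SD below plate mean, unless failing retest; inactive = the rest, including hits failing retest or dose response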; note: some compounds called inactive have numbers as strong as hits; many of its hits are not listed in these tables
M4 PAM: potentiates acetylcholine response at human M4 receptor. CHO-K1 hM4/Gqi5, Fluo-8 calcium fluorescence, ACh EC20; 0% = ACh EC20, 100% = maximal ACh. AID 624126. P08173. 360,000 compounds, 0.4% hits. activation, % at 3 µM;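 active = activation above its plate's cutoff, the mean activation of sample wells plus 3 SD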; note: some results filed as inactive read as strong as hits
Target sequence (P08173 whole entry, looked up): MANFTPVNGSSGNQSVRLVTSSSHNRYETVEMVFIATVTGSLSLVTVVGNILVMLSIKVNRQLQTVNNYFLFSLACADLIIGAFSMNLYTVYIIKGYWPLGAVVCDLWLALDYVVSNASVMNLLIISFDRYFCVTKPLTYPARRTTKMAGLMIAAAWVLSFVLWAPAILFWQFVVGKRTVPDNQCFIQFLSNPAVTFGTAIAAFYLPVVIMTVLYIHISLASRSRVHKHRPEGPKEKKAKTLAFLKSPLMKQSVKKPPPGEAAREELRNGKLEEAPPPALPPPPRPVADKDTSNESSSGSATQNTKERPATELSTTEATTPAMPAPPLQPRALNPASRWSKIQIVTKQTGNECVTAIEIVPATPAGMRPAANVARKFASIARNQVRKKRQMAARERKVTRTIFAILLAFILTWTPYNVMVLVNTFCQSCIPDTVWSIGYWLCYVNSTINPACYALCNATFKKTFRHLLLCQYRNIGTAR
MEKK3 PB1 HTS: raises or lowers MEK5 binding to the human MEKK3 PB1 domain | bead-based flow cytometry, Alexa488-MEK5 binding to MEKK3; actives lie on both sides; 0 = blocked by unlabeled MEK5, 100 = vehicle | binding response (% of control), % at 10 µM | 290,000 compounds, 1.4% hits | AID 1529;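 active = binding response more than 3 SD above or below the average of its plate-row segment, actives on both sides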;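 note: Alexa488 bead fluorescence after subtracting the streptavidin-only scavenger bead signal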
PHOSPHO1 inh: inhibitors of human PHOSPHO1 phosphatase; Q8TCT1; recombinant PHOSPHO1, absorbance phosphatase assay; inhibition, % at 13.3 µM; 290,000 compounds, 1.1% hits; AID 1565; in the data active = inhibition above about 60%
Target sequence (Q8TCT1 whole entry, looked up): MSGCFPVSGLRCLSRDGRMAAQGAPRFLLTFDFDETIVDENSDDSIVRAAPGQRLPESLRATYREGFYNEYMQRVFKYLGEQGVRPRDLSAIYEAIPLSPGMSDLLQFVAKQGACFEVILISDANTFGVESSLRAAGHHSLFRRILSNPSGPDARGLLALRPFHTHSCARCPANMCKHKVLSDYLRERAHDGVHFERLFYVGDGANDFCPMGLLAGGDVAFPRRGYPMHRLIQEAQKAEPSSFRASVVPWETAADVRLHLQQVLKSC
CRFBP-R2 agonist: agonists of human CRF-binding protein/CRF-R2 receptor complex | HEK293 CRF-R2/CRF-BP, calcium dye fluorescence (FLIPR); percent of saturating CRF peptide response | activation, % at 13.2 µM | 350,000 compounds, 0.46% hits;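 active = activation of at least 50%, plus an integration ratio under a set limit after plate pattern correction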;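 note: plate controls were neutral control wells without compound for no effect and CRF at EC100 for full effect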
IDE cell inh: inhibits human insulin-degrading enzyme in HEK cells; inhibition, % at 5.59 µM; 320,000 compounds, 0.41% hits; P14735; AID 434962; FAbetaB cleavage, fluorescence polarization;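 active = percent inhibition above the average of all tested compounds plus 3 SD, set per screening campaign, cut at about 16% in these data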;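 note: IDE supplied by intact live HEK cells; FP after avidin binding of uncleaved biotin substrate so inhibition keeps polarization high; 0% = DMSO wells and 100% = 60 µM reference IDE inhibitor Ii1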
The depositor's hits bear a star; x = not tested or not shown; & = joins results of further samples. Rows were taken by chance; overall some 4.2% were active at least once.

CRFBP-R2 block,IDE cell activ,GalR3 antag,p-CIP stab down,M4 PAM,MEKK3 PB1 HTS,PHOSPHO1 inh,CRFBP-R2 agonist,IDE cell inh,canonical_smiles
5,0,5,-10,-5,112,-5,0.3,-1,CCCCCOCC1CC(C/C(C)=N/NC(N)=S)C(=O)O1 (centres undefined)
2,-8,x,2,-4,104,12,0.1,4,CCOc1cc(/C=C2/C(=N)N3C(=NC2=O)SN=C3S(C)(=O)=O)ccc1OS(=O)(=O)c1ccccc1
0,x,-8,x,2,x,x,-1.4,x,Cc1cc(C)cc(OCC(=O)NNC(=O)CC(C)c2ccccc2)c1 (centres undefined)
-3,0,-8,-9,-5,87,15,-1.7,-2,COc1ccc(/C=C2\SC(=S)N(N3CCOCC3)C2=O)c(OC)c1
15,2,-2,-8,-2,105,28,-3.4,-2,Nc1ccccc1OCCOCCOc1ccccc1N
5,7,-2,x,5,x,x,-0.5,0,CCCCn1c(N)c(N(CC(C)C)C(=O)c2ccc(Cl)c(S(=O)(=O)N3CCCC3)c2)c(=O)[nH]c1=O
5,-3,-11,-1,-3,106,29,-0.3,-5,N#Cc1ccc(NC(=O)Cn2cnc([N+](=O)[O-])c2)cc1
-7,0,-8,-32,-2,94,-4,0.5,2,Cc1ccc(CN=c2c([N+](=O)[O-])nn(-c3ccc4c(c3)OCCO4)n2O)cc1
-11,-2,x,-4,-3,103,-4,1.1,0,COc1cccc(C2c3c(oc4cc(C)c(C)cc4c3=O)C(=O)N2CCCN(C)C)c1 (centres undefined)
7,4,-1,2,-2,98,-18,-0.7,-1,CCN1CCN(C(=O)c2nn(-c3ccc(C)cc3)c(=O)c3c2c2ccccc2n3C)CC1
9,1,-3,3,3,100,18,-0.2,2,CCC(C(=O)N1CCN(C(=O)c2ccco2)CC1)c1ccccc1 (centres undefined)
2,-14,-5,8,-5,100,-26,-1.3,23*,CN1CCN(c2ncnc3c2[nH]c2ccc(F)cc23)CC1
-3,3,-6,5,2,97,6,-1.7,-10,OC(CNC1CCCC1)COc1c(F)cc(Br)cc1F (centres undefined)
5,2,1,x,5,96,x,-1.6,2,COc1ccc(-c2nc3n(n2)C(c2cccnc2)C(C(N)=O)=C(C)N3)cc1 (centres undefined)
12,-4,4,-22,22,101,29,-2.1,0,COc1ccc(N=Nc2cc(C)c(O)c(CN3CCCCC3)c2)cc1

Carrying on:
CRFBP-R2 block,IDE cell activ,GalR3 antag,p-CIP stab down,M4 PAM,MEKK3 PB1 HTS,PHOSPHO1 inh,CRFBP-R2 agonist,IDE cell inh,canonical_smiles
33,-2,-13,-16,-4,97,-3,-4.3,9,CCOc1nc(C)cc(C)c1S(=O)(=O)c1cccc(Cl)c1
-11,5,1,-4,-4,104,40,3.0,1,COCC(C)NC(=O)c1cccc([N+](=O)[O-])c1 (centres undefined)
-5,-4,0,-9,-3,102,3,1.7,0,CS(=O)(=O)c1ccccc1C(=O)Nc1cccc(-c2nc3ccccc3o2)c1
12,6,1,-3,0,106,2,4.3,4,CSc1ccc(C(=O)N2CCC(CCC(=O)NC3CC3)CC2)cc1
12,2,-2,-16,10,103,6,-2.2,-1,Cc1ccc(-n2nnnc2SCC(=O)N2CC(=O)Nc3ccccc32)cc1
-1,-1,-4,x,2,x,x,-0.9,1,O=C(C1CC(=O)N(c2ccc3c(c2)OCCO3)C1)N1CCN(c2cccc(C(F)(F)F)c2)CC1 (centres undefined)
-5,1,-4,-12,-6,100,-20,1.2,2,Cn1c(=O)oc2cc(S(=O)(=O)Nc3cccc4c3CCCC4)ccc21
23,x,-5,x,7,x,x,0.0,x,CC1=C(C(=O)N2CCOCC2)CC(CC(=O)NC2CCCC2)C(=O)N1Cc1ccccc1 (centres undefined)
-16,1,-7,x,-2,x,x,0.2,x,COc1cccc(N=CNc2cccc(OC)c2)c1
6,-2,-10,-8,-13,104,44,-3.6,4,Cc1ccc2cc(C#N)c(N3CCN(C(=O)c4ccccc4)CC3)nc2c1
10,-4,-6,4,-5,102,x,-0.5,-1,CCOC(=O)c1ccccc1NC(=O)Cc1c(C(=O)O)n(C)c2ccccc12
10,9,-5,2,11,89,17,9.0,0,CCOC(=O)c1c(NC(=O)NC(C)(C)C)sc2c1CCN(C)C2
15,2,-5,-3,4,89,-4,1.9,8,Brc1ccc(Cn2c(-c3cncs3)nc3ccccc32)cc1
-33,-4,-6,-6,-2,100,-13,23,2,Cc1ccccc1NS(=O)(=O)c1ccc(OCCNS(C)(=O)=O)cc1
-5,2,-1,-18,0,97,12,1.1,-2,CCc1cc2c(N[C@@H](C)C(=O)O)ncnc2s1

(next part)
CRFBP-R2 block,IDE cell activ,GalR3 antag,p-CIP stab down,M4 PAM,MEKK3 PB1 HTS,PHOSPHO1 inh,CRFBP-R2 agonist,IDE cell inh,canonical_smiles
-3,5,0,2,4,99,-3,-0.4,0,CCN(CC)Cc1cc(CC(C(N)=O)C(N)=O)ccc1OC
-13,11,-3,x,1,x,x,-0.1,5,COc1ccccc1C(=O)NCCC(=O)NC1CCC(C)CC1 (centres undefined)
5,3,-9,0,9,104,34,-2.0,0,CC(NC(=O)c1ccccc1Br)c1nnc(SCc2ccc([N+](=O)[O-])cc2)n1C (centres undefined)
-10,1,x,x,-10,x,x,-2.0,1,CC(=O)O[C@]1(C(C)=O)CC[C@H]2[C@@H]3C=C(C)C4=CC(=O)CC[C@@H]4[C@H]3CC[C@@]21C
-7,-2,-3,8,-2,102,12,-1.1,1,COC(=O)C(NC(C)=O)(Nc1nc2ccc(C)cc2s1)C(F)(F)F (centres undefined)
3,-3,2,4,-7,102,5,0.1,7,CC(C)OC(=O)COc1ccc(-c2ccccc2)cc1
-5,9,-2,5,6,97,7,-0.5,-3,Cc1oc2nc(SCCCC(=O)NCCO)nc(N)c2c1C
7,-3,-6,x,-5,x,x,-2.3,4,COc1ccc(O)c(C(=O)c2cnn(C(=O)c3cccc(N(C)C)c3)c2)c1
-7&19,-5&-2,1&-6,9,-6&-15,104,7,-0.1&1.8,5,CCN=C1SC(CC(=O)Nc2ccccc2)C(=O)N1CC (centres undefined)
-15,0,-5,-19,-5,96,11,1.0,3,O=C(NC1CC1)c1ccc(S(=O)(=O)NC2CCCCCC2)cc1
-5,5,-6,7,5,103,7,2.3,-5,COCCCN=C1NN=C(c2cc(C)n(-c3ccccc3F)c2C)CS1
10,0,-5,x,-2,x,x,-0.4,-3,CCN(CC(=O)Nc1c(F)cccc1F)C(=O)c1nn(C)c(=O)c2ccccc12
-16,-4,-2,-7,12,111,42,1.4,4,O=S(=O)(/N=C(\Sc1ccccc1)c1ccccc1)c1ccc(Cl)cc1
0,-1,-2,x,8,x,x,1.2,7,O=C(COC(=O)c1ccccn1)NC(=O)c1ccccc1
9,-4,-12,-1,-3,102,8,-1.4,x,CCNS(=O)(=O)c1ccc(CCC(=O)N2CCC(C)CC2)cc1

Continued:
CRFBP-R2 block,IDE cell activ,GalR3 antag,p-CIP stab down,M4 PAM,MEKK3 PB1 HTS,PHOSPHO1 inh,CRFBP-R2 agonist,IDE cell inh,canonical_smiles
-5,0,-1,-8,-3,98,-8,0.8,6,COC(=O)c1ccc(CN2CCCC(CNC(=O)Cc3ccc(OC)cc3)C2)cc1 (centres undefined)
9,3,-7,-11,2,107,36,-4.2,5,Cc1ccc(OCC(=O)NCCO)cc1C
30,9,54*,-20,9,105,21,4.7,-4,COc1ccc(-c2cc(N)n(S(=O)(=O)c3c(F)c(F)c(F)c(F)c3F)n2)cc1OC
-11,3,-3,x,7,x,x,-0.8,5,CN(CC(=O)Nc1ccc(Cl)cc1)C(=O)CNC(=O)c1ccc(Br)o1
5,1,-2,-2,0,103,52,0.5,4,Cc1occc1C(=O)NCc1ccccc1
4,x,-1,-11,-3,101,5,0.8,-1,CCOc1ccc(NC(=O)CN2CCC(n3cnc4cc(F)ccc43)CC2)cc1
-1,2,-4,2,5,104,-18,0.1,3,CC(NC(=O)CSc1nnc(-c2cc3cc(Cl)ccc3o2)n1C)c1ccccc1 (centres undefined)
39,-2,x,-11,2,118,-8,11,17*,CC(C)CC(=O)NC(c1cccs1)c1ccc2cccnc2c1O (centres undefined)
5,8,-4,-3,-22,92,33,-4.6,6,CN(c1ccccc1)c1nc(N)c([N+](=O)[O-])c(NCCO)n1
105*,8,-8,0,0,99,24,-1.0,6,COc1cc(OC)cc(C(=O)NCC(=O)OCc2cc(=O)oc3cc(OC)ccc23)c1
8,3,-6,x,15,x,x,-0.3,-3,CCOc1ccc2oc(C(=O)OCC(=O)N3CC(C)OC(C)C3)c(C)c2c1 (centres undefined)

In the list so far, these have fluorine.
CRFBP-R2 block,IDE cell activ,GalR3 antag,p-CIP stab down,M4 PAM,MEKK3 PB1 HTS,PHOSPHO1 inh,CRFBP-R2 agonist,IDE cell inh,canonical_smiles
2,-14,-5,8,-5,100,-26,-1.3,23*,CN1CCN(c2ncnc3c2[nH]c2ccc(F)cc23)CC1
-3,3,-6,5,2,97,6,-1.7,-10,OC(CNC1CCCC1)COc1c(F)cc(Br)cc1F (centres undefined)
-1,-1,-4,x,2,x,x,-0.9,1,O=C(C1CC(=O)N(c2ccc3c(c2)OCCO3)C1)N1CCN(c2cccc(C(F)(F)F)c2)CC1 (centres undefined)
-7,-2,-3,8,-2,102,12,-1.1,1,COC(=O)C(NC(C)=O)(Nc1nc2ccc(C)cc2s1)C(F)(F)F (centres undefined)
-5,5,-6,7,5,103,7,2.3,-5,COCCCN=C1NN=C(c2cc(C)n(-c3ccccc3F)c2C)CS1
10,0,-5,x,-2,x,x,-0.4,-3,CCN(CC(=O)Nc1c(F)cccc1F)C(=O)c1nn(C)c(=O)c2ccccc12
30,9,54*,-20,9,105,21,4.7,-4,COc1ccc(-c2cc(N)n(S(=O)(=O)c3c(F)c(F)c(F)c(F)c3F)n2)cc1OC
4,x,-1,-11,-3,101,5,0.8,-1,CCOc1ccc(NC(=O)CN2CCC(n3cnc4cc(F)ccc43)CC2)cc1
